Source: PubChem
TRPV1 agonist: agonists of human vanilloid receptor 1 (TRPV1). Q8NER1. activation, % at 8.33 µM. 320,000 compounds, 0.19% hits. TRPV1-expressing cells, Fluo-8 calcium influx, agonist mode; in the data active means activation above about 80%; inconclusive means between about 30% and that limit; further: 0% is about no effect
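TRPV1-expressing cells were cultured overnight at 35.5C and loaded with Fluo-8 calcium dye for 40 to 90 min at room temperature. After a 10 s baseline, compound was added and calcium influx was read kinetically for 3 min (ex 480/em 520 nm).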
a7 integrin act: integrin-mediated muscular dystrophy alleviation activation. 350,000 compounds, 0.064% hits. Potency, µM (series often up to 38.3 µM), for the others: top-dose activation, actives largely listed as activators. AID 624291. alpha7betagal myoblasts, beta-gal FDG fluorescence, 48 h;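 further: potency means the concentration at half of the fitted maximal effect; 100% = response of the positive control SU9516; nearly all actives have a fitted effect of over 60% in size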
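Alpha7betagal+/- myoblasts (passage 13) were plated 16-24 hr, then exposed to compounds (1:260 dilution of DMSO stock) for 48 hours at 37C. After MPER lysis, β-galactosidase reporter activity was read as FDG fluorescence (ex 480/em 540) after 30 minutes.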
MLL CXXC-DNA inh: MLL CXXC-DNA interaction inhibition; Q03164; MLL-CXXC / FITC-HOXA9 DNA fluorescence polarization; Potency, µM (series often up to 115 µM), for inactives: at the highest dose activity change, negative = inhibition, hits mostly inhibitors; 290,000 compounds, 0.037% hits; active means well fitted inhibition curve with a large enough effect in the polarisation, with a control signal flat, not every such curve was filed as active; inconclusive means small, poorly fitted or top-dose-only effect, or effect the other way, or a change in a side signal; inactive means no such curve, though single readings can be large or run the other way; the % refers to the polarisation; further: potency means the concentration at half of the fitted maximal effect
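Purified MLL-CXXC (added from a 7 uM solution) was preincubated 5 min at ambient with pinned compounds in 50 mM Tris-HCl pH 7.5, 50 mM NaCl, 1 mM DTT, 0.05% BSA. Fluorescein-labeled HOX-A9 DNA (50 nM solution) followed, 30 min, then polarization read.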
MBNL1 CUG block: blocks human MBNL1 binding to CUG repeat RNA; Q9NR56; TR-FRET MBNL1-His/biotin-(CUG)12 binding, 665/545 ratio; Potency, µM (titrated, usually from 57.5 µM), inactives show top-dose activity change, negative = inhibition, most hits filed as inhibitors; 280,000 compounds, 0.036% hits; active means well fitted inhibition curve with a large enough effect in the signal ratio, with a control signal flat, not every such curve was filed as active; inconclusive means small, poorly fitted or top-dose-only effect, or effect the other way, or a change in a side signal; inactive means no such curve, though single readings can be large or run the other way; the % refers to the signal ratio; further: potency means the concentration at half of the fitted maximal effect; on the % scale 0 is the no-effect control and ±100 the full control effect
Target sequence (Q9NR56 whole entry, looked up): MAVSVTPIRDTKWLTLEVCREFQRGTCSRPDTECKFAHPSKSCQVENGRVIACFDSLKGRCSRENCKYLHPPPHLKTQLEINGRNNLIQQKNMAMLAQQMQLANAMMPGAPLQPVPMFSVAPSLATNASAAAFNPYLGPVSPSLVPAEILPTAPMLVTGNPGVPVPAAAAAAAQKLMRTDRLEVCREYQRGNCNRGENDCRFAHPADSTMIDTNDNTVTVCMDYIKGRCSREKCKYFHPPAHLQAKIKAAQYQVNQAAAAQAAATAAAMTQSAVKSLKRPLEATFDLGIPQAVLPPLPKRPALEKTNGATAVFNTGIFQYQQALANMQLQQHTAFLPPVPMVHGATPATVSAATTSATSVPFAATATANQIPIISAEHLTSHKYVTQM
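Compounds (final 92 nM to 58 uM) are added to His-tagged MBNL1 and biotin-(CUG)12, then terbium anti-His antibody and streptavidin-XL665 (5 nM final). After 60 min at room temperature, the 665/545 nm ratio is read.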
GALK inh: inhibitors of human galactokinase. Purified GALK, Kinase-Glo residual ATP luminescence. Potency, µM (doses to about 57.5 µM), without a hit: top-dose activity change, negative = inhibition, most hits filed as inhibitors. 270,000 compounds, 0.007% hits; further: potency means the concentration at half of the fitted maximal effect; on the % scale 0 is the no-effect control and ±100 the full control effect
Target sequence (P51570 whole entry, looked up): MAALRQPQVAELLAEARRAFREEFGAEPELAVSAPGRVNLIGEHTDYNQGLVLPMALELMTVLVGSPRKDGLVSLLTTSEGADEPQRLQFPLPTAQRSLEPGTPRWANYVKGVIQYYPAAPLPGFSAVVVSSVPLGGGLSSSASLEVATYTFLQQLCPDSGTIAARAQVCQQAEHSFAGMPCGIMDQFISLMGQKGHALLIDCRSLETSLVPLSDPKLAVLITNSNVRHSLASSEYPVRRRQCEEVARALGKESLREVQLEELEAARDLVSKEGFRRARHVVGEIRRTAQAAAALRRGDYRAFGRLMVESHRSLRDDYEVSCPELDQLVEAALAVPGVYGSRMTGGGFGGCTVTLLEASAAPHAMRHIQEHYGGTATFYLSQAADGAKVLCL
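Luminescence from leftover ATP (Ultra-Glo luciferase/luciferin) served as read-out after a 1 h room-temperature reaction of 5 nM GALK with 35 uM ATP and 100 uM galactose.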
KCNH2 WT inh: blocks the wildtype human KCNH2 potassium channel; 340,000 compounds, 0.37% hits; U2OS, BacMam KCNH2, thallium flux FluxOr; stronger effect = lower value; Q12809; activity change, % at 1.84 µM;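 active means maximum activity change below -70%; inconclusive means maximum activity change between -70% and -50%; inactive means maximum activity change above -50%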; further: on the % scale 0 is the no-effect control and ±100 the full control effect
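U2OS cells were transduced with wild-type KCNH2 virus (2.03 x 10^8 / mL) for 4 h at room temperature, then cultured overnight at 37 C. Thallium flux was read with FluxOr dye. Rate constants were normalized to DMSO controls.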
A-T KAP1 phos: potential ataxia-telangiectasia treatments restoring KAP-1 phosphorylation. 320,000 compounds, 0.19% hits. AID 485349. […] A-T fibroblasts, KAP-1 phosphorylation AlphaLISA; neocarzinostatin DNA damage 30 min before lysis. Potency, µM (highest dose often 57.5 µM), for inactives: at the top dose activation, most hits filed as activators; further: potency means the concentration at half of the fitted maximal effect; % of control where 0% means no effect; nearly all actives have a fitted effect of over 45% in size
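hTERT-immortalized A-T patient fibroblasts ([…]), 500 cells/well in OPTI-MEM, 1% FBS, got compounds for 60 min, then NCS for 30 min at 37C. Lysates were then assayed for phospho-KAP-1 by AlphaLISA (anti-pKAP1 donor, anti-KAP1 acceptor beads), 6 hr at 25C.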
ASM inhibitor: inhibitors of human secretory acid sphingomyelinase; P17405; placental ASM, HMU-PC fluorogenic substrate, 60 min; Potency, µM (titrated, usually from 57.5 µM), without a hit: at the highest dose activity change, negative = inhibition, usual class: inhibitors; 340,000 compounds, 0.006% hits; AID 504937; further: potency means the concentration at half of the fitted maximal effect
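Human placenta-derived ASM preincubated with compound 10 min at room temperature, then reacted with 9 uM (final) fluorogenic HMU-PC substrate for 60 min at 37 C. Stop solution raises pH to 10; fluorescence read at Ex 386/Em 447 nm.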
KCNH2 3.1 block: blocks the human KCNH2 3.1 channel isoform; U2OS KCNH2 3.1, thallium flux FluxOr; stronger effect = lower value; activity change, % (tested at about 1.8 µM); 340,000 compounds, 0.95% hits;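 active means maximum activity change below -70%; inconclusive means maximum activity change from -70% to -50%; inactive means maximum activity change above -50%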;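 further: thallium influx rate constant from kinetic fluorescence after stimulation buffer; on the % scale 0 is the no-effect control and ±100 the full control effect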
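FluxOr-based Tl+ influx in U2OS cells transduced with KCNH2 3.1 virus; rate constants normalized to DMSO controls.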
Coupling enz: counter-screen for Giardia aldolase inhibitors: coupling enzyme system; coupling enzyme system counterscreen, AmpLite Red fluorescence; activity change, negative = inhibition, % at 58.2 µM, hits read low; 290,000 compounds, 0.67% hits; in the data active means activity change below about -30%; further: on the % scale 0 is the no-effect control and ±100 the full control effect
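Counterscreen of the coupled detection system alone, without aldolase: glyceraldehyde-3-phosphate coupling enzymes plus AmpLite Red readout. Compounds at 57.5 uM final, 10 min RT preincubation, 20 min RT reaction, fluorescence 525/598 nm.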
Starred values were filed as active, the others as inactive; ? = inconclusive; / = not tested or not shown; & = joins results of further samples; [ ] = another dose, or the depositor's remark. Unless noted, the call rests on the fitted dose curve; in most records, active means well fitted curve in the direction sought with a large enough effect; inconclusive means small, poorly fitted or top-dose-only effect, or another doubt; inactive means no such curve, though single readings can be large; an effect the other way counts as inactive or inconclusive. This is a random part of the collection (roughly 2% active in at least one column).

# | compound | TRPV1 agonist | a7 integrin act | MLL CXXC-DNA inh | MBNL1 CUG block | GALK inh
1 | CC(=O)c1ccc(NC(=O)Nc2ccc(Br)cc2C)cc1 | ? | ? | -8% | -1% | -2%
2 | Cn1nnc(NC(=O)c2ccc(C(C)(C)C)cc2)n1 | 22 | 6% | -2% | -6% | 0%
3 | CCOC(=O)c1nnn(-c2nonc2-n2cccc2)c1-c1cccc([N+](=O)[O-])c1 | 0 | 21% | 2% | 12% | 1%
4 | O=C(NCCc1ccc(F)cc1)N[C@@H](Cc1ccccc1)C(=O)O | 2 | 11µM* | 5% | -4% | 3%
5 | CCOC(=O)CC(NC(=O)c1ccccc1F)c1ccc(C)cc1 (configuration not stated) | 9 | -20% | 19% | / | 1%
6 | CC1(C)CC(=O)c2c(Cc3ccccc3)n[nH]c2C1 | 0 | 6% | 1% | -30% | 0%
7 | COc1cc(/C=N/N2C(=O)CSC2=S)cc(Br)c1O | 4 | 24% | 62%[activator] | ? | 1%
8 | CCOC(=O)c1nc2sc3c(c2c(=O)n1C(C)C(=O)OCC)CCCC3 (configuration not stated) | 80* | 15% | 6% | 15% | 0%

# | KCNH2 WT inh | A-T KAP1 phos | ASM inhibitor | KCNH2 3.1 block | Coupling enz
1 | 5 | 0% | -7% | 0 | 0
2 | -12 | -1% | -2% | 1 | 2
3 | 7 | 2% | 4% | 0 | 0
4 | -7 | 0% | -1% | 3 | 4
5 | 24 | 2% | -3% | -1 | 2
6 | 1 | 3% | 7% | 31 | 6
7 | 9 | -11% | 0% | -10 | -4
8 | -6 | 4% | 1% | -22 | -1

Full records as entered above. Order of screens: TRPV1 agonist	a7 integrin act	MLL CXXC-DNA inh	MBNL1 CUG block	GALK inh	KCNH2 WT inh	A-T KAP1 phos	ASM inhibitor	KCNH2 3.1 block	Coupling enz
CCOC(=O)CC(NC(=O)c1ccccc1F)c1ccc(C)cc1 (configuration not stated) as listed: 9	-20%	19%	/	1%	24	2%	-3%	-1	2
CCOC(=O)c1nnn(-c2nonc2-n2cccc2)c1-c1cccc([N+](=O)[O-])c1 as listed: 0	21%	2%	12%	1%	7	2%	4%	0	0
COc1cc(/C=N/N2C(=O)CSC2=S)cc(Br)c1O as listed: 4	24%	62%[activator]	?	1%	9	-11%	0%	-10	-4

More compounds.
# | compound | TRPV1 agonist | a7 integrin act | MLL CXXC-DNA inh | MBNL1 CUG block | GALK inh
9 | NC(=O)COC(=O)CNC(=O)c1cc(Cl)cc([N+](=O)[O-])c1 | 2 | 20% | 9% | ? | -1%
10 | COc1ccc(NC(=O)C2CCN(C(=O)c3ccccc3)CC2)c(OC)c1 | 0 | 8% | 10% | -2% | 6%
11 | C[C@H](CO)N1C[C@H](C)[C@@H](CN(C)C(=O)Nc2ccc3c(c2)OCO3)Oc2ccc(NS(=O)(=O)c3ccc(F)cc3)cc2C1=O | / | 27% | / | / | /
12 | COc1cc(COc2ccc3c(C)c(CC(=O)O)c(=O)oc3c2C)cc(OC)c1OC | -2 | ? | -5% | -3% | 3%
13 | Cc1cccc(NC(=O)CCCCCN2C(=O)c3ccccc3C2=O)n1 | 11 | 0% | -8% | 4% | -2%
14 | COc1ccc(CCNC(=O)CC(Cc2ccccc2)C(=O)O)cc1OC (configuration not stated) | 2 | 14% | -5% | -4% | -2%
15 | COc1ccc(-c2cc(C(=O)N3CCCc4ccccc43)no2)cc1 | 1 | -6% | 2% | 12% | -2%
16 | Cc1ccc(S(=O)(=O)N(CC(=O)Nc2cccnc2)c2ccc(Br)cc2)cc1 | ? | -10% | 24% | 1% | 0%

# | KCNH2 WT inh | A-T KAP1 phos | ASM inhibitor | KCNH2 3.1 block | Coupling enz
9 | -4 | 4% | 5% | 7 | -1
10 | -7 | 9% | 5% | -1 | 4
11 | 1 | 3% | -5% | -3 | /
12 | 10 | 2% | 27% | 9 | -1
13 | 8 | 2% | -2% | 6 | -1
14 | -1 | 4% | 0% | 7 | -1
15 | -4 | 8% | -1% | 2 | 3
16 | 6 | 32% | -8% | -1 | /

Next records follow:
# | compound | TRPV1 agonist | a7 integrin act | MLL CXXC-DNA inh | MBNL1 CUG block | GALK inh
17 | C#CCOCCOCCOCCNc1nc(N2CCN(C(=O)C([C@@H](C)O)n3cc([C@@H](N)CCCCN)nn3)CC2)nc(N2CCN(C(=O)[C@H](CCC(=O)O)n3cc([C@@H](N)[C@H](C)CC)nn3)CC2)n1 (some centres not stated) | / | 15% | / | / | /
18 | COC(=O)c1c(C(=O)OC)c(-c2cccc(Cl)c2)n2c1CS(=O)(=O)C2 | -2 | -8% | -3% | 3% | 2%
19 | CC(Oc1ccccc1)c1ccnc2nc(/N=C/N(C)C)nn12 (configuration not stated) | -1 | -14%[7.66 µM] | 3% | -15% | -1%
20 | CC(C)Nc1cc(N2CCCC2)ccc1[N+](=O)[O-] | 9 | -32% | -10% | ? | -3%
21 | CCOC(=O)C1=C(CSc2nc(C)ccc2C#N)OC(N)=C(C#N)C1c1cccc(OC)c1OC (configuration not stated) | 1 | -33% | 12% | 24% | -1%
22 | CN(CC(=O)NC(=O)NCc1ccco1)CC(=O)Nc1ccccc1Cl | 6 | -27% | -2% | 1% | /
23 | O=C(NC1CCCC1)C1CCC(=O)N1CCc1ccccc1 (configuration not stated) | 0 | 1%[7.66 µM] | 1% | -3% | -4%
24 | COc1ccc(C(=O)N2CCN(Cc3ccccc3[N+](=O)[O-])CC2)cc1 | 11 | 29% | -11% | ? | -5%

# | KCNH2 WT inh | A-T KAP1 phos | ASM inhibitor | KCNH2 3.1 block | Coupling enz
17 | 4 | 12% | 4% | 0 | /
18 | -4 | -1% | 7% | 9 | 0
19 | -17 | / | 21% | -9 | 1
20 | -21 | 0% | -3% | 7 | /
21 | -2 | -2% | 3% | 0 | -15
22 | 10 | -1% | -2% | 3 | 2
23 | 10 | -2% | 4% | -5 | 2
24 | 7 | 3% | -1% | -5 | 3

(cont.)
# | compound | TRPV1 agonist | a7 integrin act | MLL CXXC-DNA inh | MBNL1 CUG block | GALK inh
25 | O=[N+]([O-])c1ccccc1S(=O)(=O)N(CC1CO1)c1ccccc1 (configuration not stated) | 2 | 0% | -4% | 11% | 7%
26 | COc1ccc(S(=O)(=O)N2CCCC2)c2ccccc12 | -2 | -9% | -2% | 0% | 5%
27 | Cc1cc(CNC(=O)C(C)Cc2ccccc2)nn1C (configuration not stated) | 2 | 0% | 5% | -5% | /
28 | CCn1c(Cc2ccccc2)nnc1SCC(=O)Nc1ccccc1F | 0 | 0% | -4% | 5% | -1%
29 | COc1ccccc1CC(=O)NNC(=O)c1cccs1 | 0 | ? | -2% | -2% | 12%
30 | COc1cc(NC(=O)C2CCCN(c3ncnc4c3nc3n4CCCCC3)C2)cc(OC)c1OC (configuration not stated) | -2 | 1% | 15% | -3% | 1%
31 | COC(=O)c1ccc(C(=O)OC)c(NC(=O)CN(C)Cc2ccc(Cl)c(Cl)c2)c1 | 6 | 18% | 7% | -3% | -4%
32 | Cc1ccc(C)c(OCc2nnc(NC(=O)c3ccco3)s2)c1 | 3 | -5% | 2% | 14% | 0%

# | KCNH2 WT inh | A-T KAP1 phos | ASM inhibitor | KCNH2 3.1 block | Coupling enz
25 | 2 | -9% | -2%[11.5 µM] | -20 | 2
26 | -2 | 9% | -1% | -4 | 5
27 | -1 | -14% | 0% | 12 | -1&0
28 | -11 | 0% | 1% | 2 | 1
29 | -6 | 0% | 0% | 7 | 2
30 | -8 | 9% | -1% | 13 | -3
31 | 19 | 1% | 11% | 0 | 3
32 | 1 | -3% | -1% | -24 | 5

(listing goes on)
# | compound | TRPV1 agonist | a7 integrin act | MLL CXXC-DNA inh | MBNL1 CUG block | GALK inh
33 | C[C@@H]1COC(=O)[C@H](NC(=O)OCC2c3ccccc3-c3ccccc32)C/C=C\C[C@@H](CC(=O)N(CCO)Cc2ccccc2)C(=O)N1 | / | -2% | / | / | /
34 | CCCCNC(=O)CCn1c(=O)c2cccn2c2ccc(F)cc21 | 9 | -12% | -1% | -3% | 1%
35 | CSc1ccccc1C(=O)Nc1ccc2c(c1)OCCO2 | 2 | 16% | 10% | -4% | 3%
36 | O=C(C[C@H]1C/C=C\CC[C@H](Cc2ccc(F)cc2)C(=O)OC[C@H]2CCCN2C1=O)N[C@H](CO)Cc1ccccc1 | / | 3% | / | / | /
37 | Cc1cccc(N2CCN(C(c3cccs3)c3nnnn3C(C)(C)C)CC2)c1C (configuration not stated) | 14 | -4% | 4% | -17% | 1%

# | KCNH2 WT inh | A-T KAP1 phos | ASM inhibitor | KCNH2 3.1 block | Coupling enz
33 | 7 | -1% | -6% | 8 | /
34 | 0 | -7% | -1% | -9 | 5
35 | -13 | / | 0% | 7 | -3
36 | -1 | 4% | -2% | / | /
37 | 2 | -9% | -5% | 0 | -1
